M1AAP inhibition – P. falciparum M1AAP inhibitors, biochemical, fluorogenic H-Leu-NHMec substrate, 1536-well (AID 1445); 0.42% of 220,000 active; recombinant M1AAP, H-Leu-NHMec fluorogenic kinetic assay; higher % means a stronger effect; Aminopeptidase N (Plasmodium falciparum (isolate 3D7)); inhibition, % at 30 µM; hits with a dose series show IC50 in µM;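 active = primary inhibition above the hit cutoff, then over 50% inhibition at one or more dose response concentrations, cut at about 23% in these data, passing the limit was not always enough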;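 also: plate controls were DMSO full reaction for no effect and no enzyme background for full effect; strong numbers were not always called active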
WT yeast gro inh – growth inhibition of WT strain, primary screen, mitochondrial fusion inhibitor project, WT and mutant strains, chemical genetic; mitochondrial fusion phenotypic screen; 2.1% of 190,000 active; inhibition, % at 10 µM; AID 1362, 2008; in the data active = inhibition above about 58%; tested in S. cerevisiae
Myeloid diff 2 – induction of myeloid progenitor differentiation, primary screen, cell-based, flow cytometry, MLPCN library | 1% of 360,000 active | ER-HoxA9 myeloid progenitors, lysozyme-GFP differentiation | calls only at 10 µM;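 active = normalized GFP-positive differentiation at or above the plate's own cutoff, the solvent-only control mean plus 3 SD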;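 also: cells exposed to compound for four days before flow analysis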
PMI inhibition – human PMI inhibitors, high substrate, primary screen, biochemical, fluorescence intensity, high mannose 6-phosphate (AID 1220) | recombinant PMI enzyme, coupled fluorescence intensity; higher % means a stronger effect | inhibition, % at 20 µM, or IC50 in µM where a hit was titrated | 0.66% of 190,000 active | Mannose-6-phosphate isomerase (Homo sapiens)
Lipid droplet – inhibitors of hepatocyte lipid droplet formation, primary screen, imaging, high-throughput imaging, BODIPY stain; AML12 mouse hepatocytes, oleate lipid droplets; inhibition, % at 6.5 µM; 0.4% of 240,000 active;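 active = lipid droplet intensity inhibited by at least 50%, with more than 500 cells counted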
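Assay system: AML12 mouse liver cells | Compound: 6.5 µM single-point dosing | Schedule: Overnight exposure | Technique: Fluorescence imaging, 20x objective, two fields per well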
PMI inhibitors – inhibitors of human PMI, primary screen, biochemical, fluorescence intensity, coupled assay (AID 1209). purified PMI enzyme, coupled fluorescence intensity; higher % means a stronger effect. inhibition, % at 20 µM, or IC50 in µM where a hit was titrated. 0.42% of 190,000 active;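 also: plate controls were DMSO vehicle for no effect and wells lacking substrate for full effect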
K1F lysis inhibition – inhibition of K1F phage lysis, E. coli UTI89, bacterial capsule biogenesis inhibitors, alamar blue (AID 488966); 0.02% of 340,000 active; inhibition, % at 100 µM; hits with a dose series show IC50 in µM; E. coli UTI89 K1F phage lysis, alamar blue, 2 h; higher % means a stronger effect;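 active = phage lysis inhibition, versus mean bacterial control, above a set limit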;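 also: capsule biogenesis inhibitors block K1F phage lysis so surviving cells raise fluorescence; higher fluorescence means more inhibition of phage lysis; actives were called in the ten point dose series up to 300 µM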
CSM14.1 death rescue – rescue of cells from ER stress-induced death, primary screen, 384-well, CSM14.1, thapsigargin, ATP luminescence (AID 1222); CSM14.1 thapsigargin-induced death rescue, ATP luminescence; higher % means a stronger effect; cellular ATP content (survival), % at 20 µM; hits with a dose series show EC50 in µM; 190,000 tested, under 10 active;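 active = EC50 below 50 µM in the dose-response confirmation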;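 also: death triggered by thapsigargin at about 15 µM added after 2 h compound pretreatment; cell ATP read after overnight thapsigargin exposure of roughly 18 to 22 hours; normalized against plate controls of thapsigargin alone and 5% DMSO vehicle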
TNAP activators – human TNAP enzyme activators, primary screen, biochemical, luminescent, no phosphate acceptor, uHTS (AID 1001) | Alkaline phosphatase, tissue-nonspecific isozyme (Homo sapiens) | purified TNAP, luminescent activation assay, no phosphate acceptor; higher activation fold means a stronger effect | one-dose activation fold at 20 µM; EC50 in µM for titrated hits | 0.03% of 200,000 active; in the data active = activation fold from about 3, or a potency from the dose series; inactive = the rest, 99 in 100 with activation fold below about 1.6; also: many of its hits are not listed in these tables
WT yeast gro inh mutant strain – also measured in WT yeast gro inh; calls as there; inhibition, %; mitochondrial fusion phenotypic screen, mutant strain inhibition
Lipid droplet cells 6.5 µM – recorded beside Lipid droplet, whose call it bears; cell count; measured here: cell count, cytotoxicity flag;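 cells counted across two imaged fields per well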
Myeloid diff 2 GFP+ MAC1+ % – further read-out of Myeloid diff 2, marked with its call; GFP+ MAC1+ double positive, %; measured here: differentiation confirmed by MAC1 staining
* hit, by the source's call; i = inactive; . = not tested or not shown; [ ] = dose if it differs, or a comment. Rule as the data show it, unless noted: active = inhibition above about 50%; inactive = the rest.

1) COc1ccc(-c2cc(C(=O)O)[nH]n2)cc1OC
2) Cn1nc(-c2ccccc2F)c2cc(C(=O)Nc3ccc4c(c3)OCCO4)sc21
3) Cc1cc(OCc2nc3ccccc3s2)ccc1N
4) O=S(=O)(Nc1ncccn1)c1ccc(NC(=S)NCc2ccco2)cc1
5) O=[N+]([O-])c1ccccc1Oc1ccc(Cl)c2cccnc12
6) Cc1ccc(/C=N\NC(=O)C2CN(S(=O)(=O)c3ccccc3)CCN2S(=O)(=O)c2ccccc2)cc1 (stereo unspecified)
7) O=C(Cc1cccs1)Nc1ccc(Cl)cc1
8) C=CCSc1nc2sc(C)c(C)c2c(=O)[nH]1

| assay / compound | 1 | 2 | 3 | 4 | 5 | 6 | 7 | 8 |
| --- | --- | --- | --- | --- | --- | --- | --- | --- |
| M1AAP inhibition | 0% | 10% | -3% | 2% | 0% | 4% | 5% | 3% |
| WT yeast gro inh | 1 | 54 | . | -13 | -5 | -35 | 3 | 7 |
| WT yeast gro inh mutant strain | 0 | 23 | . | -3 | -2 | -7 | -25 | -9 |
| Myeloid diff 2 | i | i | i | i | i | i | i | i |
| Myeloid diff 2 GFP+ MAC1+ % | 0.2 | 0.9 | 0.3 | 0.0 | 0.3 | 0.8 | 1.0 | 2.5 |
| PMI inhibition | 5% | 18% | . | 3% | 0% | 24% | 1% | 6% |
| Lipid droplet | -3 | . | 4 | 20 | 2 | 2 | -8 | -6 |
| Lipid droplet cells 6.5 µM | 822 | . | 728 | 720 | 676 | 709 | 704 | 759 |
| PMI inhibitors | 10% | 15% | . | 5% | 1% | 27% | 6% | 1% |
| K1F lysis inhibition | 4.6% | 0.4% | 1.3% | -1.1% | 0.5% | 1.4%[50 µM] | -2.1% | -1.6% |
| CSM14.1 death rescue | 4.0% | 1.9% | . | -1.9% | 2.4% | -1.6% | -2.9% | 1.8% |
| TNAP activators | 1 | 1 | . | 1.1 | 1 | 1.2 | 1.1 | 1.1 |

Shown as labelled records: 2 of the compounds above
#3 Cc1cc(OCc2nc3ccccc3s2)ccc1N
  M1AAP inhibition: -3% | WT yeast gro inh: . | WT yeast gro inh mutant strain: . | Myeloid diff 2: i | Myeloid diff 2 GFP+ MAC1+ %: 0.3 | PMI inhibition: . | Lipid droplet: 4 | Lipid droplet cells 6.5 µM: 728 | PMI inhibitors: . | K1F lysis inhibition: 1.3% | CSM14.1 death rescue: . | TNAP activators: .

#4 O=S(=O)(Nc1ncccn1)c1ccc(NC(=S)NCc2ccco2)cc1
  M1AAP inhibition: 2% | WT yeast gro inh: -13 | WT yeast gro inh mutant strain: -3 | Myeloid diff 2: i | Myeloid diff 2 GFP+ MAC1+ %: 0.0 | PMI inhibition: 3% | Lipid droplet: 20 | Lipid droplet cells 6.5 µM: 720 | PMI inhibitors: 5% | K1F lysis inhibition: -1.1% | CSM14.1 death rescue: -1.9% | TNAP activators: 1.1

Next part
9) CN(C)CCCNCCCNC(=O)/C=N/O
10) Nc1ccc(N2CCOCC2)c2nonc12
11) COc1ccc(-c2oc3ncnc(NCCCN4CCOCC4)c3c2-c2ccc(OC)cc2)cc1
12) Cc1cc(C(=O)Nc2ccccc2C(=O)N2CCCCC2)ccc1[N+](=O)[O-]
13) O=C(CNC(=O)c1cccc(F)c1)N/N=C/c1cc(Br)ccc1OCc1ccccc1
14) O=C(Nc1ccc(F)cc1)Nc1nnc(COc2ccccc2F)s1
15) COc1ccc(C(O)c2nc3ccccc3s2)cc1 (stereo unspecified)
16) CCOC(=O)c1cc(C#N)c(N2CCOCC2)nc1-c1ccccc1
17) O=c1cc(C(Cl)(Cl)Cl)oc2c1ccc1ccccc12
18) COc1ccc(CCNC(=O)C(C)c2ccc([N+](=O)[O-])cc2)cc1 (stereo unspecified)
19) COc1ccc(C(=O)Nc2ccc(S(=O)(=O)Nc3onc(C)c3C)cc2)cc1OC

| assay / compound | 9 | 10 | 11 | 12 | 13 | 14 | 15 | 16 | 17 | 18 | 19 |
| --- | --- | --- | --- | --- | --- | --- | --- | --- | --- | --- | --- |
| M1AAP inhibition | -1% | -7% | 6% | 4% | 9% | 17% | 2% | 6% | 1% | 4% | 8% |
| WT yeast gro inh | 12 | -10 | 7 | 16 | 20 | 7 | 27 | 20 | 78* | 9 | 35 |
| WT yeast gro inh mutant strain | 10 | 9 | 17 | 20 | -23 | 6 | 3 | 6 | 54* | 5 | 2 |
| Myeloid diff 2 | i | i | i | i | i | i | . | i | . | i | i |
| Myeloid diff 2 GFP+ MAC1+ % | 2.1 | 0.8 | 2.4 | 1.2 | 0.7 | 0.7 | . | 0.2 | . | 0.3 | 0.2 |
| PMI inhibition | 6% | 57%* | 20% | 8% | 19% | 7% | 3% | 2% | -10% | -3% | -2% |
| Lipid droplet | -4 | 25 | -18 | -5 | -18 | -24 | . | -4 | -67 | -7 | . |
| Lipid droplet cells 6.5 µM | 798 | 687 | 636 | 703 | 665 | 706 | . | 672 | 533 | 698 | . |
| PMI inhibitors | 10% | 31% | 20% | 1% | 16% | 6% | 4% | -1% | 3% | -2% | 0% |
| K1F lysis inhibition | -0.4% | 0.0% | -0.2% | -0.1% | 0.0% | 0.1% | . | -0.7% | 0.2% | 0.0% | -0.1% |
| CSM14.1 death rescue | -0.5% | 1.6% | 0.3% | -0.5% | -0.5% | -0.7% | -0.5% | 0.8% | 7.4% | 0.2% | 2.6% |
| TNAP activators | 1.1 | 1 | 1.1 | 1.1 | 1 | 1.1 | 1.1 | 1.1 | 1.1 | 1.2 | 1.1 |

Some of the entries so far, as a markdown table:
| # | SMILES | M1AAP inhibition | WT yeast gro inh | WT yeast gro inh mutant strain | Myeloid diff 2 | Myeloid diff 2 GFP+ MAC1+ % | PMI inhibition | Lipid droplet | Lipid droplet cells 6.5 µM | PMI inhibitors | K1F lysis inhibition | CSM14.1 death rescue | TNAP activators |
| --- | --- | --- | --- | --- | --- | --- | --- | --- | --- | --- | --- | --- | --- |
| 13 | O=C(CNC(=O)c1cccc(F)c1)N/N=C/c1cc(Br)ccc1OCc1ccccc1 | 9% | 20 | -23 | i | 0.7 | 19% | -18 | 665 | 16% | 0.0% | -0.5% | 1 |
| 14 | O=C(Nc1ccc(F)cc1)Nc1nnc(COc2ccccc2F)s1 | 17% | 7 | 6 | i | 0.7 | 7% | -24 | 706 | 6% | 0.1% | -0.7% | 1.1 |
| 15 | COc1ccc(C(O)c2nc3ccccc3s2)cc1 (stereo unspecified) | 2% | 27 | 3 | . | . | 3% | . | . | 4% | . | -0.5% | 1.1 |
| 16 | CCOC(=O)c1cc(C#N)c(N2CCOCC2)nc1-c1ccccc1 | 6% | 20 | 6 | i | 0.2 | 2% | -4 | 672 | -1% | -0.7% | 0.8% | 1.1 |
| 17 | O=c1cc(C(Cl)(Cl)Cl)oc2c1ccc1ccccc12 | 1% | 78* | 54* | . | . | -10% | -67 | 533 | 3% | 0.2% | 7.4% | 1.1 |

Screening data from PubChem BioAssay.
